Screens deposited in PubChem BioAssay by several laboratories.
RAM network inh: yeast RAM network inhibition | actives 1.8% (n = 190,000) | inhibition, % at 50 µM | S. cerevisiae dse1pr::URA3 reporter, 5-FOA growth OD615, 2 d; analog-sensitive cbk1-as2 kinase mutant strain;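 active = inhibition above a set limit, 3 SD over mean compound inhibition, cut at about 8.4% in these data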;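 also: 0% = DMSO-only wells with no growth and 100% = 10 µM 1-NA-PP1 full growth; inhibition rescues growth on 5-FOA so higher OD means more RAM inhibition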
PPARg SRC-1 ag: promotes SRC-1 coactivator recruitment by human PPARgamma | P37231 | PPARgamma-SRC-1 coactivator recruitment biochemical assay | activation, % at 8 µM | actives 0.41% (n = 200,000) | AID 631; in the data active = activation above about 19%;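 also: 0% = DMSO and 100% = reference agonist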
Target sequence (P37231 whole entry, looked up): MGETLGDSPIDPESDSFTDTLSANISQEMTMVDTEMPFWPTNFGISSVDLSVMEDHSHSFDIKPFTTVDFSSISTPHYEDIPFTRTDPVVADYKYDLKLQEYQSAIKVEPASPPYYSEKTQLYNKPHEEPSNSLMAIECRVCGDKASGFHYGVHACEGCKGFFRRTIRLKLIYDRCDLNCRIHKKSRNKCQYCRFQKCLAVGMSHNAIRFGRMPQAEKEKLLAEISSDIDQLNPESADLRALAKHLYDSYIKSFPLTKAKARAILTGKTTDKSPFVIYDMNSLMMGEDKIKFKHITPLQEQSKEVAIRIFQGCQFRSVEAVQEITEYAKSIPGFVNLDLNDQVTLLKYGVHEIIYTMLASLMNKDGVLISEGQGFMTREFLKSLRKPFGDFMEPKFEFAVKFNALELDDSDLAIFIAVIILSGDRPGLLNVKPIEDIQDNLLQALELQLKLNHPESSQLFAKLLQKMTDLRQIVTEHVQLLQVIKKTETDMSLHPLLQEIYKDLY
PPARg SRC3 recr: PPARgamma-driven SRC-3 recruitment agonism | P37231 | biochemical PPARgamma/SRC-3 coactivator recruitment assay | activation, % at 8 µM | actives 0.26% (n = 200,000) | AID 731; in the data active = activation above about 23%;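 also: 0% = DMSO and 100% = reference agonist; some compounds past the cut are filed as inactive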
ROMK primary: modulates human ROMK potassium channel activity; P48048; Tet-inducible ROMK, thallium flux fluorescence; actives lie on both sides; B-score at 10 µM; actives 2% (n = 130,000); AID 1918;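 active = signal ratio slope over the read window, or its plate-corrected B-score, at least 3 SD from the plate mean, either direction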;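 also: B-score of the F/F0 ratio slope over 7 to 12 s after thallium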
Target sequence (P48048 whole entry, looked up): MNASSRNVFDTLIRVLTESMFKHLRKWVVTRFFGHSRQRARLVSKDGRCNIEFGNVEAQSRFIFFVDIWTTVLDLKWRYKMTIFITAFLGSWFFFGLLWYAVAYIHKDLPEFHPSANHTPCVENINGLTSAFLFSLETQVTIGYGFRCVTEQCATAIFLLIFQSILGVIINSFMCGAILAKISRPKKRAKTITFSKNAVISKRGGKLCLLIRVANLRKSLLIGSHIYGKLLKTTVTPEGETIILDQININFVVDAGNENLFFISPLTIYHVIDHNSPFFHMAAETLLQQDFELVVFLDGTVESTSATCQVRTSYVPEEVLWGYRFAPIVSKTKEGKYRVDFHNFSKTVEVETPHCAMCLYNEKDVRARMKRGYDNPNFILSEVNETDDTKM
SRC2 TRFRET art: TR-FRET artefact, counter-screen to PPARgamma/SRC-2 agonist assay; stronger effect = higher value; TR-FRET ratio at 8 µM; actives 0.4% (n = 200,000); in the data active = TR-FRET ratio above about 2000; also: inactives centre near 1500
PPARg SRC2 recr: promotes SRC-2 coactivator recruitment by human PPARgamma; P37231; PPARgamma LBD-SRC-2 recruitment, biochemical; activation, % at 8 µM; actives 0.34% (n = 200,000); AID 1032; in the data active = activation above about 22%;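 also: 0% = vehicle and 100% = reference agonist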
Lmaj promast: reduces viability of Leishmania major promastigotes. AID 1063. resazurin fluorescence viability. inhibition, % at 10 µM. actives 9% (n = 200,000); in the data active = inhibition above about 50%;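 also: promastigotes grown with compound for 44 hours at 28 °C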
DTT redox prof: compounds producing H2O2 with reducing agent – biochemical, NIH compound library profiling, artefact control for MLSCN library redox annotation, primary screen. DTT-dependent redox cycling H2O2, phenol red/HRP absorbance; 100% = 100 µM peroxide control, 0% = buffer. activation, % at 10 µM. actives 0.03% (n = 200,000). AID 878;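 active = activation of at least 50% relative to the plate's high and low controls in the primary single-dose screen; inactive = activation below 50%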;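 also: compound incubated with DTT at 0.8 mM final as the reducing agent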
S1P3 antag: blocks the human S1P3 receptor | actives 0.27% (n = 170,000) | inhibition, % at 4.98 µM | CHO S1P3 NFAT-BLA reporter, FRET fluorescence, antagonist mode | Q99500 | AID 485;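 active = inhibition above the plate cutoff, the mean inhibition of test wells on that plate plus 3 SD, cut at about 28% in these data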;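 also: cells challenged with S1P at its EC80 of 0.8 µM; blue over green emission ratio from cleaved BLA substrate after 4 h stimulation; 0% = S1P-stimulated wells and 100% = unstimulated DMSO-only wells; some compounds past the cut are filed as inactive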
HMGR II inh: blocks class II HMG-CoA reductase of Enterococcus faecalis | purified E. faecalis HMGR, NADPH absorbance 340 nm kinetic | actives 0.41% (n = 190,000) | inhibition, % at 10 µM;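 active = inhibition above a set limit, the median over all tested compounds plus 3 SD, cut at about 9.5% in these data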;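 also: enzyme runs in reverse so mevalonate oxidation gives rising NADPH absorbance; 0% = complete reaction with DMSO and 100% = background rate lacking mevalonate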
bIAP inh: blocks bovine intestinal alkaline phosphatase activity | inhibition, % at 20 µM | purified bovine IAP, CDP-star luminescence, 30 min | 190,000 tested, under 10 active | AID 1019;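 active = over 50% inhibition of intestinal alkaline phosphatase at 20 µM in the single-dose screen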
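test system = bovine IAP enzyme | medium = DEA buffer 100 mM, pH 9.8, with MgCl2 1.0 mM, ZnCl2 0.02 mM | detection = luminescence | dosing = single compound dose of 20 µM, 2% DMSO final | incubation = 30 min reaction at room temperature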
Starred values were filed as active, the others as inactive; nt = not tested or not shown.

SMILES	RAM network inh	PPARg SRC-1 ag	PPARg SRC3 recr	ROMK primary	SRC2 TRFRET art	PPARg SRC2 recr	Lmaj promast	DTT redox prof	S1P3 antag	HMGR II inh	bIAP inh
CCNC(=S)N/N=C/c1cc(Br)cc(Br)c1OC	7.1	-1.0	-3.1	0.369	1474	5.4	-1.9	0.1	nt	-1.8	10.8
Cc1ccc(S(=O)(=O)Oc2ccccc2/C=N/N=C(N)N)cc1	0.0	5.6	2.5	-2.08	1799	2.5	73.9*	-1.8	36.0*	2.8	13.3
CCOC(=O)C(NCCc1ccccc1)(NC(C)=O)C(F)(F)F (stereo not drawn)	1.7	-1.2	2.6	0	1577	0.2	-6.1	-0.3	0.5	-2.7	15.6
O=C(O)CCCC(=O)OCCCCc1cccs1	0.3	1.3	3.9	nt	1552	-5.5	2.1	-0.3	-7.8	1.6	-0.9
CS(=O)(=O)N(Cc1ccco1)Cc1ccccc1Cl	0.5	-4.6	-3.9	nt	1594	3.6	11.6	3.0	-39.0	-3.4	18.8
O=C(Nc1nc2ccccc2n1CCN1CCCCC1)c1ccc(Cl)cc1	-0.7	3.7	-7.6	0.00749	1564	-1.0	2.3	0.1	nt	-5.2	4.2
CCCOc1ccc(N2C(=O)CC(N3CCN(c4nc5ccccc5s4)CC3)C2=O)cc1 (stereo not drawn)	2.1	3.1	-4.3	nt	1426	3.5	-6.0	2.9	-17.1	-3.9	3.1
Cc1noc(C)c1COC(=O)CCCNC(=O)c1ccc(Cl)cc1	-0.1	1.4	2.2	0.866	1505	-2.6	-0.3	-1.9	-6.9	-7.3	-14.6
COC(=O)CSc1nnc(-c2ccncc2)n1N	0.9	-3.6	10.3	-0.921	1559	4.2	-4.4	-4.0	nt	-5.4	7.4
CCOC(=O)N1CCN(C(=O)CSc2nnc(CNC(=O)c3c(F)cccc3Cl)o2)CC1	0.8	-0.8	11.2	-0.294	1687	1.4	-3.7	-0.6	nt	0.0	4.1
Cc1ccc(NC(=S)NCc2ccccc2)cc1S(=O)(=O)N1CCCCC1	7.2	-4.3	4.7	nt	1625	3.4	23.5	-0.1	-22.6	-3.2	-38.0
CCCOP(=O)(c1ccc(N(C)C)cc1)C(O)c1ccccc1OC (stereo not drawn)	1.3	0.5	8.5	-0.443	1619	-0.1	-2.9	-0.5	-22.5	-1.3	10.7
Cn1c(=O)c2c(nc(N3CCN(c4ccccn4)CC3)n2Cc2ccccc2Cl)n(C)c1=O	1.1	-3.5	6.1	1.04	1451	1.3	-2.8	-7.4	nt	0.8	-2.3
O=C(C(=S)N1CCOCC1)c1c[nH]c2ccccc12	3.5	5.4	-1.9	0.239	1521	4.7	4.0	-0.1	1.4	0.1	-12.4
Cc1cc(NC(=O)COc2ncnc3sc(C)c(C)c23)no1	0.3	-1.5	12.7	0.953	1453	11.6	-10.7	0.1	nt	-1.1	4.9
CC(C(=O)N1CCCCC1)n1sc2ccccc2c1=O (stereo not drawn)	0.3	6.2	4.5	0.0938	1528	1.9	-7.4	-0.3	8.1	-2.7	-0.4
Cc1cc(=O)n2nc(-c3ccccc3)sc2c1C#N	4.5	10.4	0.5	0.0381	1578	1.7	10.1	-0.9	nt	-0.7	1.9
C=CCn1c(SCc2cc(C(C)=O)ccc2OCC)nc2ccccc2c1=O	16.1*	4.3	-1.5	2.31	1721	5.6	96.7*	1.6	6.4	-1.9	-21.7
CN(C)S(=O)(=O)c1ccc(/C(O)=C2/C(=O)C(=O)N(Cc3cccnc3)C2c2ccco2)cc1 (stereo not drawn)	2.2	12.3	2.1	0.967	1526	-7.2	-9.4	-0.3	-17.9	-5.5	5.8
CC1CC(NC(=O)c2ncn[nH]2)CC(C)(C)C1 (stereo not drawn)	0.8	-6.2	9.6	nt	1612	9.5	-5.3	-5.1	nt	0.9	-5.4
O=C(OCc1cnc(Cl)s1)c1c(F)cccc1F	0.4	11.3	1.8	0.00102	1578	3.9	-7.2	-1.1	-4.3	-4.7	0.2
Cc1ccc(/C=N/NC(=O)c2cccc([N+](=O)[O-])c2)o1	2.4	6.6	1.9	1.12	1793	10.6	-7.4	-0.6	-13.6	-2.5	27.0
CN1CCN(CCCNC(=O)c2cc3c(=O)oc4ccccc4c3s2)CC1	0.8	0.8	0.9	nt	1630	8.7	0.8	-2.6	-63.5	-2.0	-6.5
COc1ccc(NC(=O)NCc2ccncc2)cc1	0.7	-0.6	9.1	nt	1521	0.0	-4.6	1.5	nt	1.8	-1.2
CCOC(=O)N1CCN(S(=O)(=O)c2cc(Br)cc3c2N(C(=O)CC)CC3)CC1	4.5	4.2	-3.0	nt	1583	1.5	-10.4	-2.6	nt	3.5	3.8
CCOC(=O)c1[nH]c(C)c(C(=O)N2CCN(c3ccc(OC)cc3)CC2)c1C	1.6	-5.4	3.3	0.575	1615	-5.3	-0.7	-0.6	-14.9	-5.0	-18.1
COc1ccc(CCNC(=O)c2cc(C(C)C)on2)cc1OC	0.7	5.5	3.9	nt	1601	3.2	-0.5	-0.6	10.5	-5.7	13.1
CC(=O)c1c(C)[nH]c(C(=O)COC(=O)CN(C)S(=O)(=O)c2ccc(Cl)cc2)c1C	3.8	3.7	-1.0	-0.698	1599	6.1	-5.9	0.1	nt	-3.8	5.6
COc1ccc(Sc2ccccc2CN(C)C)cc1OC	0.7	6.0	-1.1	-1.17	1493	3.8	2.4	-7.7	nt	-2.2	6.0
CC1CC(=O)N(C)c2ccc([N+](=O)[O-])cc2N1 (stereo not drawn)	0.8	5.1	-0.9	1.08	1417	1.3	-6.0	0.0	-4.9	2.3	9.7
O=C(CCNS(=O)(=O)c1cccc2nsnc12)N1CCc2ccccc21	3.4	-2.7	1.3	-0.124	1383	-4.1	7.4	0.8	nt	-6.2	10.6
COc1cccc(C2/C(=C(\O)c3ccc4c(c3)OCCO4)C(=O)C(=O)N2CCN(C)C)c1 (stereo not drawn)	-0.9	5.5	5.3	-0.00234	1663	10.0	-3.1	-0.1	nt	-3.2	-6.1
Cc1cc(=O)oc(C)c1C(=O)NC12CC3CC(CC(C3)C1)C2	2.6	7.0	-0.3	-0.00967	1658	5.0	-6.6	0.8	nt	-2.3	9.1
Cn1cc(Br)c(C(=O)NNC(=O)Nc2ccccc2C(F)(F)F)n1	0.4	-5.0	-0.9	0.367	1569	-2.6	-6.5	-1.2	-16.2	-3.7	-46.3
O=[N+]([O-])c1ccc(N2CCN(C(=S)NC3CCCCC3)CC2)cc1	5.6	2.1	14.4	nt	1578	8.7	37.3	1.2	nt	-2.4	39.8
Cn1c(=O)c2cn3c(c2n(C)c1=O)C(c1ccccc1)CC(c1ccccc1)=N3 (stereo not drawn)	0.9	5.1	7.6	nt	1567	4.5	-8.9	-4.0	6.5	-1.0	-2.9
Cn1c(=O)c2c(nc(SCC(=O)O)n2Cc2cccc(C(F)(F)F)c2)n(C)c1=O	2.7	-1.8	4.0	nt	1524	3.0	-2.1	1.1	13.7	-1.3	4.7
Cc1ccccc1-c1nc(CS(=O)(=O)CC(=O)NCCCN2CCCC2)c(C)o1	2.9	-6.9	-8.5	nt	1446	0.5	6.0	-1.2	3.1	-0.5	-2.4
O=S(=O)(Nc1cccc2cn[nH]c12)c1ccc(F)cc1	0.7	9.9	-4.8	-0.186	1757	8.6	-1.2	0.8	-20.2	4.0	-2.7
Cn1cnnc1SCC(=O)N1CCC(Cc2ccccc2)CC1	-1.4	-11.3	-7.4	nt	1588	3.8	-6.1	2.6	-3.4	-1.2	-139.8
COc1cccc(NC(=O)Cn2c(=O)n(-c3ccccc3)c(=O)c3sccc32)c1	1.9	2.1	0.2	-0.646	1410	-1.8	18.7	0.2	-13.5	-6.8	-9.0
CC(C)NC(=O)C(C)n1cccc1C(=O)c1ccccc1 (stereo not drawn)	-0.3	1.3	4.8	0.669	1623	7.0	-8.2	0.3	-21.4	0.7	3.6
O=C(O)c1cc([N+](=O)[O-])ccc1NCc1ccccc1Cl	2.5	4.8	4.3	1.91	1429	5.5	0.6	0.0	6.4	-2.9	16.4
COc1ccc(C2C(C(=O)NC(C)C)c3ccccc3C(=O)N2C)cc1OC (stereo not drawn)	0.9	4.3	-0.1	1.48	1394	8.1	-2.6	0.2	nt	-6.9	0.4
O=C1CCc2cc(S(=O)(=O)N3CCN(c4cccc(Cl)c4)CC3)ccc2N1	1.1	5.3	1.0	0.778	1681	6.5	-0.8	0.1	-13.2	-2.4	6.7
Cc1cccc(OCC(=O)N/N=C\c2cc3c(cc2[N+](=O)[O-])OCO3)c1C	0.9	3.7	-4.0	0.622	1492	1.1	25.0	0.1	nt	-2.5	15.4
CN(c1ccccc1)S(=O)(=O)c1cccc(NS(=O)(=O)c2ccc(/C=C/C(=O)O)cc2)c1	5.3	3.9	1.3	-0.191	1572	4.1	-3.8	-0.3	-1.0	-1.3	-11.9
COc1ccc(CNC(=O)Cn2cncn2)cc1OC	0.3	14.0	10.9	0.892	1785	7.3	-7.5	-0.7	-12.8	4.7	-13.6
COc1ccc(-n2cnc3scc(-c4ccc(OC)c(OC)c4)c3c2=O)cc1	4.2	6.4	4.7	-0.905	1586	4.0	-4.9	1.6	7.5	-4.7	-2.3
CCOc1ccc(N2C(=O)/C(=C/c3ccccc3)N=C2SC)cc1	2.4	-2.4	0.9	-0.11	1709	1.2	2.7	0.1	-4.5	0.1	9.8
CCOC(=O)Cc1nc2ccccc2[nH]1	1.2	3.5	-1.4	nt	1682	-6.7	2.2	0.0	-9.4	0.6	-0.5
COC(=O)c1ccc(CN2CCN(CCCc3ccccc3)C(CCO)C2)cc1 (stereo not drawn)	2.2	7.3	2.4	-0.255	1633	-2.2	83.9*	-1.6	7.1	-4.4	21.8
O=C(NC1CCCC1)c1cnn2c(C(F)(F)F)cc(-c3ccc4c(c3)OCO4)nc12	0.1	1.1	-14.7	nt	1305	1.8	1.8	3.4	-15.4	-1.3	5.0
Cc1ccc2[nH]c(=O)c(C(c3nnnn3C(C)(C)C)N(Cc3ccco3)CC3CCCO3)cc2c1 (stereo not drawn)	1.2	-0.6	5.9	nt	1698	6.2	-0.6	1.8	10.8	-3.7	6.4

Three records picked at random from the list so far:
SMILES	RAM network inh	PPARg SRC-1 ag	PPARg SRC3 recr	ROMK primary	SRC2 TRFRET art	PPARg SRC2 recr	Lmaj promast	DTT redox prof	S1P3 antag	HMGR II inh	bIAP inh
CCOc1ccc(N2C(=O)/C(=C/c3ccccc3)N=C2SC)cc1	2.4	-2.4	0.9	-0.11	1709	1.2	2.7	0.1	-4.5	0.1	9.8
CCOC(=O)Cc1nc2ccccc2[nH]1	1.2	3.5	-1.4	nt	1682	-6.7	2.2	0.0	-9.4	0.6	-0.5
Cc1ccc2[nH]c(=O)c(C(c3nnnn3C(C)(C)C)N(Cc3ccco3)CC3CCCO3)cc2c1 (stereo not drawn)	1.2	-0.6	5.9	nt	1698	6.2	-0.6	1.8	10.8	-3.7	6.4
